# ASAP1 inh: inhibitors of human ASAP1 ArfGAP activity, primary screen, biochemical, fluorescence polarization | Arf-GAP with SH3 domain, ANK repeat and PH domain-containing protein 1 (Homo sapiens), … | ASAP1-stimulated ARF1 GTP hydrolysis, GDP FP detection | inhibition, % at 16.5 µM | 360,000 compounds, 0.19% hits | AID 624377, 2012; in the data active = inhibition above about 25%;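 also: 0% = vehicle with enzyme and substrate and 100% = no enzyme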
# Target sequence (Q9ULH1 325-724 limits assumed): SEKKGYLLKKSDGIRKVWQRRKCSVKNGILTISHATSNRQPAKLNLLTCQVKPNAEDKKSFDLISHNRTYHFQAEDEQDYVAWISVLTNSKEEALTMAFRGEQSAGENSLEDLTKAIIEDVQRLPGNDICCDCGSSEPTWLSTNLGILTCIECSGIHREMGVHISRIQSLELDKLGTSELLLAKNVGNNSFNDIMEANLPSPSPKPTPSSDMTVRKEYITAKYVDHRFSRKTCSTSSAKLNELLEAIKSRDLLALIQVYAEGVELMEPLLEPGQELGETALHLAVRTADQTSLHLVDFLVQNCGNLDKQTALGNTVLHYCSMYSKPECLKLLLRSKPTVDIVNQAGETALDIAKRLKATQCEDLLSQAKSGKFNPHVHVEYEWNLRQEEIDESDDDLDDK
# PLCg1 inh: PLC-gamma1 enzyme inhibitors, primary screen, biochemical, fluorescence, purified enzyme. AID 720700, 2013. 1-phosphatidylinositol 4,5-bisphosphate phosphodiesterase gamma-1 (Homo sapiens), P19174. 370,000 compounds, 0.84% hits. fluorogenic substrate. inhibition, % at 12.2 µM; in the data active = inhibition above about 9.5%
# Tn6 DDE FP: inhibitors of Tn6 peptide binding to fibrin DD(E), primary screen, biochemical, fluorescence polarization, human fibrin, Tn6 probe | 370,000 compounds, 0.21% hits | inhibition, % at 8.3 µM | Fibrin DD(E) TRITC-Tn6 fluorescence polarization displacement | AID 720509, 2013 | Fibrinogen beta chain (Homo sapiens), P02675;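 active = inhibition above a per-campaign cutoff: mean of compounds within control limits plus 3 SD, cut at about 15% in these data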;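 also: 0% = median of all compound wells on the plate and 100% = blocking peptide control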
# Target sequence (P02675 whole entry, looked up): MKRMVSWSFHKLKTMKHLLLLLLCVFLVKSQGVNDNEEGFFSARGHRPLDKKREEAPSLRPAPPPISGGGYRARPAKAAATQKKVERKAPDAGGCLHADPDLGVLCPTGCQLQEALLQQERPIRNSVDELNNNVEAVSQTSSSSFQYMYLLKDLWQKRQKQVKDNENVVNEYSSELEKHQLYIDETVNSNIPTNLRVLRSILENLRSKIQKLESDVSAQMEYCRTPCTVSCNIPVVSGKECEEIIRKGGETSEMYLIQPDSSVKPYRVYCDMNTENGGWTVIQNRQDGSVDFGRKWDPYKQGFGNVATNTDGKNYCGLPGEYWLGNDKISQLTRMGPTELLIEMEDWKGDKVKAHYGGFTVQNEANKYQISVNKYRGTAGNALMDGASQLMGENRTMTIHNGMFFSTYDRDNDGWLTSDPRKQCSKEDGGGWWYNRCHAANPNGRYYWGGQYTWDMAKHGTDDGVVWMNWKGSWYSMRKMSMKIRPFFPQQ
# PLC-beta3 inh: human PLC-beta3 inhibitors, primary screen, biochemical, fluorescence | 1-phosphatidylinositol 4,5-bisphosphate phosphodiesterase beta-3 (Homo sapiens), Q01970 | Purified PLC-beta3, fluorogenic substrate | inhibition, % at 12.2 µM | 370,000 compounds, 0.18% hits; in the data active = inhibition above about 11%;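 also: 0% = median of compound wells on plate and 100% = full blocker control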
# ARFGAP1 inhibitor: inhibitors of rat ARFGAP1 GAP activity, primary screen, biochemical, fluorescence polarization, GDP tracer | AID 651572, 2012 | 360,000 compounds, 0.26% hits | ADP-ribosylation factor GTPase-activating protein 1 (Rattus norvegicus), Q62848 | Arfgap1-stimulated ARF1 GTP hydrolysis, GDP FP detection | inhibition, % at 16.5 µM;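 active = inhibition above a per-plate limit, mean inhibition of low control wells plus 3 SD, cut at about 25% in these data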;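 also: 0% = DMSO wells with enzyme and 100% = wells lacking Arfgap1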
# Target sequence (Q62848 1-136 limits assumed): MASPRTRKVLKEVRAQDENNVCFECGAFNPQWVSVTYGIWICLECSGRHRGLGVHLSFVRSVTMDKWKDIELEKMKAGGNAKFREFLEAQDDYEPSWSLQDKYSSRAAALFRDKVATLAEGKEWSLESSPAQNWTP
#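 Replicates: Single well per compound | Assay system: Truncated rat Arfgap1 GAP domain | Control set: No-Arfgap1 wells (100%) versus DMSO full-reaction wells (0%) | Times: Enzyme reaction 120 min at 25 °C after 20 min preincubation | Reagent: Human ARF1(Δ1-17)-GTP substrate | Measured by: Tracer-displacement fluorescence polarization with EDTA stop, 620/688 nm | Measure: Percent inhibition of Arfgap1-stimulated GTP hydrolysis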
# DDE Tn7 FP inh: inhibitors of Tn7 peptide binding to fibrin DD(E), primary screen, biochemical, fluorescence polarization, human fibrin, Tn7 probe; FP displacement of FITC-Tn7 peptide from fibrin DD(E); 0% = median of compound wells per plate; 370,000 compounds, 0.13% hits; AID 720508, 2013; inhibition, % at 8.3 µM;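 active = inhibition above the mean of compounds falling within the control limits plus 3 SD of them, cut at about 14% in these data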;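 also: 0% = plate median of compound wells and 100% = 10 µM Aha-Tn7 peptide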
#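 Also added: labelled Tn7 tracer, 0.1 µM; Assay system: human fibrin DD(E) protein; Amount: 2 µM fibrin DD(E); Schedule: 10 min compound pre-incubation, 3 h probe incubation at room temperature; Repeats: one replicate per compound; Read-out basis: percent inhibition; Measured by: fluorescence polarization of the labelled Tn7 tracer.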
# ADAM10 inh: human ADAM10 inhibitors, primary screen, biochemical, QFRET, HTS; recombinant ADAM10, EDANS/DABCYL FRET peptide cleavage, 3 h; inhibition, % at 7 µM; 370,000 compounds, 0.62% hits; AID 720582, 2013;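 active = inhibition above a per-campaign cutoff equal to the mean of compounds falling between control-based bounds plus 3 SD, cut at about 20% in these data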;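 also: 0% = DMSO wells while the 100% control is not disclosed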
# ADAM17 inh: ADAM17 inhibitors, primary screen, biochemical, QFRET; Disintegrin and metalloproteinase domain-containing protein 17 (Homo sapiens), P78536; recombinant ADAM17, EDANS/DABCYL FRET peptide cleavage; inhibition, % at 6.95 µM; 370,000 compounds, 0.83% hits; AID 720648, 2013;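 active = inhibition above the mean of compounds lying between control limits plus 3 SD, set per campaign, cut at about 8.5% in these data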;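 also: 0% = DMSO-only wells as the low control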
# SIAE inh: human SIAE inhibitors, primary screen, biochemical, fluorescence polarization, FP-Rh probe, 1536-well HTS; Sialate O-acetylesterase (Homo sapiens), Q9HAT2; SIAE FP-Rh probe binding; inhibition, % at 9.66 µM; 370,000 compounds, 0.69% hits;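 active = inhibition above a cutoff: mean of compounds within the control limits plus 3 SD of those, cut at about 17% in these data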;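 also: 0% = plate median of compound wells and 100% = probe without SIAE protein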
# TDP2 absorb: human TDP2 enzyme inhibitors, primary screen, biochemical, epi absorbance, recombinant enzyme; T5PNP hydrolysis, p-nitrophenol absorbance 415 nm; inhibition, % at 12.8 µM; 370,000 compounds, 0.34% hits; AID 720702, 2013;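 active = inhibition above the mean of all tested compounds plus 3 SD, set per campaign, cut at about 25% in these data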;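 also: 0% = DMSO with enzyme and 100% = buffer with substrate but no TDP2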
#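 Read-out basis: percent inhibition. System: recombinant human TDP2. Buffer or medium: Mg2+-containing Tris-HCl buffer, pH 7.5. Repeats: single replicate. Timing: reaction 2 h, 37 °C. Benchmarks: high control without enzyme, low control DMSO plus TDP2. Probe or stimulus: 5 mM T5PNP. Doses: 12.8 µM only. Measured by: epi absorbance of p-nitrophenol freed from T5PNP by hydrolysis.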
# The depositor's hits bear a star; i = inactive.
entry	mol	ASAP1 inh	PLCg1 inh	Tn6 DDE FP	PLC-beta3 inh	ARFGAP1 inhibitor	DDE Tn7 FP inh	ADAM10 inh	ADAM17 inh	SIAE inh	TDP2 absorb
1	O=C(CC(C(=O)O)c1cccc(Br)c1)c1ccc(Cl)cc1 (stereo not drawn)	2	1	-4	-8	10	1	0	3	5	8
2	N#CCC(=O)Nc1ccc(C(=O)NNC(=S)NC2CCCCC2)cc1	-7	-2	-6	-1	-4	4	-15	-3	2	-1
3	CCCc1nc(-c2ccccc2)c(-c2ccc(OC)c(OC)c2)c(=O)[nH]1	3	-46	1	-55	0	2	-13	-2	-3	-10
4	CCn1c(SCC(=O)Nc2nccs2)nnc1-c1ccccc1	-2	1	8	0	3	4	5	-2	6	-8
5	CC(c1nc2ccccc2[nH]1)n1c(=O)c(-c2ccco2)nc2ccccc21 (stereo not drawn)	-2	-25	9	-39	-10	6	-25	-8	3	14
6	CCCCn1c(N)c(N(C)C(=O)C2CCCC2)c(=O)[nH]c1=O	-6	-4	1	-7	4	6	-10	-5	4	-5
7	COc1ccc(N2CCN(CC(O)COc3ccc(F)cc3)CC2)cc1 (stereo not drawn)	-7	2	6	4	9	3	5	-3	-1	6
8	Cc1cccc(C)c1-n1c(C)cc(/C=N/NC(=O)c2ccncc2)c1C	-11	-6	2	-7	-3	-1	1	2	-1	-5
9	O=C(CNc1n[nH]c(=O)[nH]c1=O)N/N=C/c1ccccc1	2	3	3	-4	-4	15*	3	-1	1	16
10	Oc1ccc(C2N=C(c3ccccc3)NC(c3ccccc3)=N2)cc1	-4	0	-4	0	7	-10	-10	-2	-5	7
11	COc1ccc(-n2ncc3c(NCc4cccnc4)ncnc32)cc1	8	-19	0	-28	-9	2	-4	-4	1	12
12	CCc1ccc(S(=O)(=O)Nc2cc3c(cc2C)n(C)c(=O)n3C)cc1	3	1	-7	-7	0	3	0	5	5	-1
13	O=C(CN1CCN(c2ccccc2F)CC1)c1ccc(O)cc1O	0	-3	-5	-8	-9	0	-8	-4	-3	5
14	CC(=O)Nc1nnc(SCC(=O)Nc2ccc(N3CCOCC3)c(Cl)c2)s1	-13	0	-3	-5	8	-3	-1	-2	3	0
15	CN(C(=O)c1cccc(NC(=O)Cc2ccc(NC(=O)C3CCN(C(=O)C4CCC4)CC3)cc2)c1)C1CCCC1	-5	-3	-10	-4	8	-6	-6	-3	-2	-4
16	Oc1ccc(N2CCN(C(=S)NCCc3ccccc3)CC2)cc1	4	-6	16*	-5	-6	-6	-2	-2	7	3
17	CCn1c(=O)cc(SCC(=O)NCc2ccco2)c2ccccc21	-3	2	2	-1	-14	-2	-1	-4	-4	0
18	O=C(N/N=C\c1cc(Br)ccc1O)c1ccc(S(=O)(=O)N2CCCCC2)cc1	10	-23	2	-23	-9	8	-9	-3	32*	-4
19	CCc1ccc(NC(=O)NCCN2CCc3ccccc3C2)cc1	2	6	-5	1	14	-6	2	1	-3	-8
20	COc1ccc(-c2[nH]ncc2/C=N\NC(=O)c2ccc(C(C)(C)C)cc2)cc1OC	4	-2	-3	-8	12	3	1	1	-22	-1
21	COc1cc2c(-c3cc(F)cc(F)c3)c(-c3ccsc3)oc(=O)c2cc1OC	4	-3	-5	1	11	-2	-7	-3	4	13
22	Cn1c(-c2ccccc2Br)n[nH]c1=S	-3	-1	7	-3	-3	7	-1	-5	3	-6
23	COc1cc(C(=O)NC2CCCc3ccccc32)cc(OC)c1C (stereo not drawn)	2	-2	0	4	2	5	-1	-2	4	-10
24	Cc1cc(Cl)ccc1OCC(=O)NCC(c1cccs1)N1CCOCC1 (stereo not drawn)	7	-1	2	-2	0	3	-3	1	0	-6
25	Cc1cc(=O)oc2c(CN3CCCCC3)c(O)c(Cl)cc12	-2	i	-7	i	-19	-5	i	i	-10	-11
26	O=C(NCCn1ccc2ccccc21)c1ccc(S(=O)(=O)N2CCCCC2)cc1	0	0	-2	-4	9	11	-1	-2	-5	-2
27	Cc1ccc(C)c(Oc2cc(NC(=O)CCCn3nc(C)c([N+](=O)[O-])c3C)cc([N+](=O)[O-])c2)c1	6	-1	6	1	26*	1	-8	-1	-36	-9
28	O=C(Cn1cc2c(n1)CCCCC2)NCc1ccccn1	-1	0	-1	-1	-6	7	-13	-1	-5	3
29	CC(C)Cc1nnc(NC(=O)CCC(=O)NC2CCCC2)s1	-18	1	-1	0	-4	6	-7	0	-9	-8
30	COc1c(Cl)cc(Cl)cc1C(=O)Nc1ccc(NC(=O)c2cccs2)cc1	4	-10	2	-4	-2	-1	-25	-2	-1	0

# Other results follow:
entry	mol	ASAP1 inh	PLCg1 inh	Tn6 DDE FP	PLC-beta3 inh	ARFGAP1 inhibitor	DDE Tn7 FP inh	ADAM10 inh	ADAM17 inh	SIAE inh	TDP2 absorb
31	COC(=O)C1=C(C)N(C)C(=NCc2ccccc2C(F)(F)F)NC1c1ccc(Cl)cc1 (stereo not drawn)	7	9	-10	3	-3	-1	-7	-5	-5	-14
32	CCOc1cccc(-n2nnnc2-c2ccc(OC)cc2)c1	0	-4	-6	-5	9	3	7	-4	-6	-11
33	CCCCn1nnnc1C(c1cc2ccccc2o1)N(C)Cc1ccc(Cl)c(Cl)c1 (stereo not drawn)	12	2	-5	5	19	-3	-1	1	-4	-3
34	O=C(CSc1nc2c(c(C(F)(F)F)n1)CCc1ccccc1-2)NCc1ccco1	-1	-28	-4	-29	-5	-6	-2	-9	-10	0
35	NC(=O)C1CCN(C(=O)C2CCC(=O)N(Cc3ccc(Cl)cc3)C2)CC1 (stereo not drawn)	0	3	6	-7	4	1	-11	-3	2	-1
36	Cc1ccc(S(=O)(=O)N(CC(O)CN2CCOCC2)c2cccc([N+](=O)[O-])c2)cc1 (stereo not drawn)	6	1	4	-1	8	9	-7	-2	-1	-11
37	COc1ccc(-c2cc(C(=O)NCc3cccc(C(F)(F)F)c3)[nH]n2)c(C)c1	4	0	-11	-27	5	-5	13	9	-20	-1
38	COc1cc(NC(=O)CN(C)S(=O)(=O)c2ccc(C)cc2)cc(OC)c1	14	0	4	-1	4	0	-3	-2	1	0
39	COC(=O)C1=C(C)N(C2CCCC2)C(=O)C1(NC(C)=O)C(F)(F)F (stereo not drawn)	21	6	-4	1	11	-9	8	0	-2	-15
40	CC(=O)c1ccc(NC(=O)c2ccc3c(c2)C(=O)N(c2ccccn2)C3=O)cc1	1	-1	0	-5	-2	-2	3	-5	-2	10
41	COc1ccccc1NC(=O)c1cn(C)c(=O)c2cc(OC)c(OC)cc12	-9	0	4	0	1	4	0	-1	0	9
42	CSCCC(NC(=O)c1cc([N+](=O)[O-])ccc1Cl)C(=O)O (stereo not drawn)	-3	2	-1	7	-3	2	7	0	-4	1
43	CN1CCc2c(sc3c2C(=O)NC(c2cn(Cc4ccccc4)c4ccccc24)N3)C1 (stereo not drawn)	8	-317	-5	-427	-8	0	-297	-62	3	9
44	C=CCn1c(SCC(=O)NCC(c2ccccc2)N(C)C)nc2sc3c(c2c1=O)CCC3 (stereo not drawn)	-7	-2	-3	-3	9	3	0	-1	6	8
45	Cc1ccc(N(CC(=O)NC2CC2)S(=O)(=O)c2ccccc2)c(C)c1	-2	0	-3	-6	11	-4	-6	-4	-1	4
46	CCOC(=O)Nc1ccc(OCc2nnc3c4ccccc4c(C)nn23)cc1	-13	0	5	-6	-9	1	1	-2	4	5
47	CCn1ncc(C2=NOC(C(=O)Nc3cccc(C(C)=O)c3)C2)c1C (stereo not drawn)	5	1	-1	2	3	10	2	-4	2	-6
48	O=S(=O)(NCCc1ccc(F)cc1)c1cc(C(F)(F)F)ccc1Br	4	3	-1	4	11	-5	19	9.9*	-6	-12
49	Cn1cc(CNCc2ccc(OC(F)(F)F)cc2)c(-c2ccc3c(c2)OCCO3)n1	13	2	5	0	-1	2	3	-1	0	7
50	O=C(CC12CC3CC(CC(C3)C1)C2)N1CCCOC1	13	2	3	1	4	0	1	-4	-3	1
51	CCOc1ccc(OCCC(=O)OCC(=O)Nc2ccc3c(c2)OCO3)cc1	3	1	-5	-5	1	-3	-3	-1	2	4
52	Cc1ccc2c(Cl)c(C(=O)NCCCN3CCOCC3)sc2c1	7	-1	-18	-4	10	-4	-11	-6	-2	7
53	Cc1cc(Sc2nc(NC(C)C)nc(NC(C)C)n2)nc(Cl)n1	-8	1	-2	-8	15	3	2	-3	3	3
54	COc1ccc(C(C)=O)cc1CS(=O)(=O)CC(=O)NCCc1c[nH]c2ccccc12	-8	-3	-1	-8	-10	-1	4	1	-3	-6
55	O=C(CN1CCN(c2ccccn2)CC1)NCCc1ccccc1	-11	0	-6	0	5	0	3	-5	1	5
56	CC(=O)NS(=O)(=O)c1ccc(NC(=O)C2c3ccccc3Oc3ccccc32)cc1	-1	2	-5	1	2	2	1	-1	-1	0
57	CCN(CC(=O)NCc1ccc(F)cc1)C(=O)CCNS(=O)(=O)c1cccc(C)c1	-5	5	1	-2	-2	2	0	-1	4	6
58	COc1ccc(CNC(=S)Nc2ccc3nc(N4CCN(C)CC4)cc(C)c3c2)cc1	23	-17	-1	-29	7	-1	-62	-29	7	-5
59	NS(=O)(=O)c1ccc(CCNC(=O)c2ccc(Cl)s2)cc1	-3	7	-6	-3	0	1	-3	-5	2	-14
60	COC(=O)C1CCCN1C(=O)C1CCCN1C(=O)CNC(=O)OCc1ccccc1 (stereo not drawn)	3	2	1	5	-2	-4	5	-4	-2	0
61	O=C(CN1C(=O)c2ccccc2S1(=O)=O)NCc1cccnc1	1	3	-3	5	-1	0	1	-4	-4	13
